# Bioassay records as filed in PubChem.
# GAA glycogen: inhibitors or activators of human alpha-glucosidase glycogen cleavage | P10253 | recombinant GAA, glycogen substrate, Amplex Red glucose oxidase fluorescence | Potency, µM (series often up to 76.4 µM), for inactives: top-dose activity change, negative = inhibition, most hits filed as inhibitors | 0.38% of 300,000 active | AID 2100; active means well fitted inhibition curve with a large enough effect; inconclusive means small, poorly fitted or top-dose-only effect, or another doubt; inactive means no such curve, though single readings can be large or run the other way;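 further: 0% = full enzyme reaction and -100% = no-enzyme basal signal; the screen sought inhibitors and activators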
#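 Recombinant human enzyme (4 nM); glycogen substrate; 37 C, 40 min, pH 5.0. Readout: coupled glucose oxidase/Amplex Red fluorescence.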
# * hit, by the source's call; ? = inconclusive; [ ] = another dose, or the depositor's remark. Potency means the concentration at half of the fitted maximal effect. The list is partial. The share of hits here may be higher or lower than overall.
CCOC(=O)C1CCN(C(=O)CCNS(=O)(=O)c2cc(Br)cnc2N)CC1
  GAA glycogen: -20%[76.3 µM]

O=C(NCCCNC(=O)c1cnccn1)c1ccc(Cl)c(Cl)c1
  GAA glycogen: 1%

O=C(CSc1nc(O)c(C2CCCCC2)c(=O)[nH]1)Nc1ccccc1Cl
  GAA glycogen: 0%[76.3 µM]

C=CCN(C(=O)CCc1ccccc1OC)c1nc(-c2ccc(S(C)(=O)=O)cc2)cs1
  GAA glycogen: -2%

COc1ccc(CN(C)C(=O)c2cc(-c3ccccc3)nc3ccc(C)cc23)c(OC)c1OC
  GAA glycogen: -5%[76.3 µM]

COc1ccc(C(NC(=O)CC(C)C)c2c(O)ccc3ccccc23)cc1 (configuration not stated)
  GAA glycogen: -9%[76.3 µM]

C=CCn1c(N)cc(=O)nc1SCC(=O)Nc1ccc(C(=O)OCC)cc1
  GAA glycogen: 4%

O=C(NCc1ccc(F)cc1)c1cccs1
  GAA glycogen: 6%[76.3 µM]

CC(C)N1C(=O)N(c2ccc(Cl)cc2)C(C)(O)CC1(C)C (configuration not stated)
  GAA glycogen: 1%

O=C(NC(Cc1ccccc1)C(=O)O)C1CCN(S(=O)(=O)c2ccccc2C(F)(F)F)CC1 (configuration not stated)
  GAA glycogen: -2%

Cc1nn(C)c2ncc(C(=O)c3ccccc3O)cc12
  GAA glycogen: -10%

CC(=O)N/N=C(/C)c1ccc(NC(=O)c2csc(C)c2C)cc1
  GAA glycogen: 0%[76.3 µM]

CC(=O)c1cccc(NC(=O)c2sc(Cl)nc2C)c1
  GAA glycogen: 11%[76.3 µM]

CCOC(=O)c1ccc(NS(=O)(=O)c2cc3c(cc2C)n(C)c(=O)c(=O)n3C)cc1
  GAA glycogen: 13%[76.3 µM]

O=C(Nc1cccc(C(F)(F)F)c1)c1sc(Cl)nc1C(F)(F)F
  GAA glycogen: 4%[76.3 µM]

COc1ccc(C(=O)c2c(N)sc3c2CCN(C)C3)cc1
  GAA glycogen: 1%

C=CCN(CC=C)C(=O)c1cccc(OC2CCN(CC(C)(C)C)CC2)c1
  GAA glycogen: -14%[76.3 µM]

Cc1ccn2c(CNCC3COCCO3)c(C(=O)N3CCCCCC3)nc2c1 (configuration not stated)
  GAA glycogen: -8%[76.3 µM]

CC(C)CC(=O)/C(=C/c1ccc(N(C)C)cc1)n1cncn1
  GAA glycogen: 0%

CC(=O)Nc1ccc(S(=O)(=O)NCCS(=O)(=O)N2CCN(c3ccccc3)CC2)cc1
  GAA glycogen: -1%[76.3 µM]

COc1cc(NC(=O)c2cc(-c3ccccc3)on2)cc(OC)c1OC
  GAA glycogen: -11%[76.3 µM]

COc1ccc(N2CCN(C(=O)Cc3ccc(OC)c(OC)c3)CC2)cc1
  GAA glycogen: -8%[76.3 µM]

Cc1ccc(CC(=O)Nc2ccc(S(=O)(=O)N3CCOCC3)cc2)cc1
  GAA glycogen: 1%

CC(C)CCn1c(=O)c2sccc2n2c(CCCC(=O)Nc3ccc(C(C)C)cc3)nnc12
  GAA glycogen: -1%[76.3 µM]

CCOC(=O)CC(NC(=O)c1cccs1)c1ccc(C)cc1 (configuration not stated)
  GAA glycogen: 4%

COc1ccc(NC(=O)C(CC(C)C)NC(=O)C2CCC(C)CC2)cc1 (configuration not stated)
  GAA glycogen: -7%

COCCNC(=O)c1ccc2c(c1)C(=O)c1ccccc1-2
  GAA glycogen: 1%

COc1ccccc1S(=O)(=O)N1CCC(C(=O)O)(c2ccccc2)CC1
  GAA glycogen: 3%

CC(=O)c1ccc(S(=O)(=O)Oc2ccc(-c3ccc(C(=O)O)cc3)cc2)cc1
  GAA glycogen: -13%

Cc1ccc(CNc2nc3ccccc3n2C)o1
  GAA glycogen: -1%[76.3 µM]

# An excerpt from above in order of length of the SMILES, highest first:
CCOC(=O)c1ccc(NS(=O)(=O)c2cc3c(cc2C)n(C)c(=O)c(=O)n3C)cc1
  GAA glycogen: 13%[76.3 µM]

CC(=O)Nc1ccc(S(=O)(=O)NCCS(=O)(=O)N2CCN(c3ccccc3)CC2)cc1
  GAA glycogen: -1%[76.3 µM]

CC(C)CCn1c(=O)c2sccc2n2c(CCCC(=O)Nc3ccc(C(C)C)cc3)nnc12
  GAA glycogen: -1%[76.3 µM]

CC(=O)c1ccc(S(=O)(=O)Oc2ccc(-c3ccc(C(=O)O)cc3)cc2)cc1
  GAA glycogen: -13%

C=CCN(CC=C)C(=O)c1cccc(OC2CCN(CC(C)(C)C)CC2)c1
  GAA glycogen: -14%[76.3 µM]

COc1ccccc1S(=O)(=O)N1CCC(C(=O)O)(c2ccccc2)CC1
  GAA glycogen: 3%

COc1ccc(NC(=O)C(CC(C)C)NC(=O)C2CCC(C)CC2)cc1 (configuration not stated)
  GAA glycogen: -7%

Cc1ccn2c(CNCC3COCCO3)c(C(=O)N3CCCCCC3)nc2c1 (configuration not stated)
  GAA glycogen: -8%[76.3 µM]

COc1cc(NC(=O)c2cc(-c3ccccc3)on2)cc(OC)c1OC
  GAA glycogen: -11%[76.3 µM]

CC(C)CC(=O)/C(=C/c1ccc(N(C)C)cc1)n1cncn1
  GAA glycogen: 0%

COc1ccc(C(=O)c2c(N)sc3c2CCN(C)C3)cc1
  GAA glycogen: 1%

CC(=O)c1cccc(NC(=O)c2sc(Cl)nc2C)c1
  GAA glycogen: 11%[76.3 µM]

Cc1ccc(CNc2nc3ccccc3n2C)o1
  GAA glycogen: -1%[76.3 µM]

# (more compounds)
COc1ccc(S(=O)(=O)NC2CC(C)(C)NC(C)(C)C2)c2ccccc12
  GAA glycogen: 2%[76.3 µM]

CC(/C=N/NC(=O)c1nnn(-c2nonc2N)c1CN1CCCCC1)=C\c1ccccc1
  GAA glycogen: -17%[76.3 µM]

CCN(CC)S(=O)(=O)c1ccc(F)c(C(=O)OC2CC(C)OC2=O)c1 (configuration not stated)
  GAA glycogen: 13%

Cc1ccc(NC(=O)Cn2nc(C)n3cccc3c2=O)c(C)c1
  GAA glycogen: -3%[76.3 µM]

O=C(O)c1ccccc1NC1CCCCC1NS(=O)(=O)c1ccccc1 (configuration not stated)
  GAA glycogen: ?

COc1ccc(C(=O)Nc2nnc(CC(=O)N/N=C/c3ccc(O)cc3O)s2)cc1
  GAA glycogen: 1%

O=C(NCCN1CCCCC1)Nc1cccc(C(F)(F)F)c1
  GAA glycogen: -2%[76.3 µM]

CCNC(=S)N(CCc1c(C)[nH]c2ccc(F)cc12)Cc1cccnc1
  GAA glycogen: -2%

CN(C)c1cccc2c1c(NS(=O)(=O)c1cn(C)cn1)nn2C
  GAA glycogen: ?

C=CCN1C(=O)/C(=C\C(C)=C\c2ccccc2)SC1=S
  GAA glycogen: 1%[76.3 µM]

# Individual results from the results shown:
# COc1ccc(C(=O)Nc2nnc(CC(=O)N/N=C/c3ccc(O)cc3O)s2)cc1 in GAA glycogen = 1%
# COc1ccc(S(=O)(=O)NC2CC(C)(C)NC(C)(C)C2)c2ccccc12 in GAA glycogen = 2%[76.3 µM]
# Cc1ccc(NC(=O)Cn2nc(C)n3cccc3c2=O)c(C)c1 in GAA glycogen = -3%[76.3 µM]
# CC(/C=N/NC(=O)c1nnn(-c2nonc2N)c1CN1CCCCC1)=C\c1ccccc1 in GAA glycogen = -17%[76.3 µM]

# (next part)
COc1cc(NC(=O)COc2cccc(C)c2C)ccc1NC(=O)c1ccco1
  GAA glycogen: -5%[76.3 µM]

O=C(NCCN1CCOCC1)c1ccccc1N1C(=O)[C@@H]2Cc3c([nH]c4ccccc34)C(c3ccccc3)N2C1=O (some centres not stated)
  GAA glycogen: -5%[76.3 µM]

O=C(Nc1ccc(C(=O)N2CCCCC2)cc1)c1cccc([N+](=O)[O-])c1
  GAA glycogen: 2%[76.3 µM]

O=C(Cc1ccc(Cl)cc1)NC(=S)Nc1ccccc1O
  GAA glycogen: -8%[76.3 µM]

Cc1c(OCC(=O)N2CCC(C(N)=O)CC2)ccc2c1oc(=O)c1ccccc12
  GAA glycogen: -17%[76.3 µM]

COc1ccc(C(=O)NNC(=O)CCc2ccccc2OC)cc1
  GAA glycogen: 1%[76.3 µM]

O=S(=O)(c1cccc(S(=O)(=O)N2CCCC2)c1)N1CCCCC1
  GAA glycogen: -12%

COc1cccc(CNC(=O)c2ccc3c(c2)S(=O)(=O)N=C2CCCCCN23)c1
  GAA glycogen: -3%[76.3 µM]

CCc1ccc(NC(=O)CCCc2nnc3n(C(C)CC)c(=O)c4sccc4n23)cc1 (configuration not stated)
  GAA glycogen: -3%[76.3 µM]

COc1ccccc1CNC(=O)[C@H](C)NC(=O)C1CCN(C(=O)[C@@H](N)CCSC)CC1
  GAA glycogen: 11%[76.3 µM]

CCC(Oc1ccccc1OC)C(=O)N1CC(=O)Nc2ccccc21 (configuration not stated)
  GAA glycogen: 2%

Cc1cc(C)cc(N2CC(C(=O)OCC(=O)Nc3cc(C)on3)CC2=O)c1 (configuration not stated)
  GAA glycogen: 11%

Cc1cc(C)cc(NC(=O)C(Cc2ccccc2)N2Cc3ccccc3C2=O)c1 (configuration not stated)
  GAA glycogen: 5%[76.3 µM]

C[C@@]12C(=O)N(CC3CC3)CC(=O)N1[C@H](/C=C/c1ccccc1)[C@@H]1C(=O)N(c3ccccc3)C(=O)[C@@H]12
  GAA glycogen: ?

O=C(NCc1cccnc1)C(=O)NCC(c1cccnc1)N1CCN(c2ccc(F)cc2)CC1 (configuration not stated)
  GAA glycogen: -18%[76.3 µM]

COc1ccc(C)cc1NC(=O)NNC(=O)C(C)Oc1ccc([N+](=O)[O-])cc1 (configuration not stated)
  GAA glycogen: 4%[76.3 µM]

CC(C)CC(=O)N1CCN(C(=O)c2ccc(-c3ccccc3)cc2)CC1
  GAA glycogen: 2%[76.3 µM]

COC(=O)C(Cc1ccccc1)NC(=O)CCC(=O)NC(C)CCc1ccccc1 (configuration not stated)
  GAA glycogen: 14%[76.3 µM]

C=CCNC(=O)CN(Cc1ccccc1)S(=O)(=O)c1ccccc1
  GAA glycogen: -11%[76.3 µM]

COc1cccc(NC(=O)Nc2nnc(Cc3ccccc3F)s2)c1
  GAA glycogen: 3%

Cc1ccc(Cl)cc1NC(=O)c1cc(NC(=O)CCCC(=O)O)ccc1N1CCCCC1
  GAA glycogen: -3%[76.3 µM]

Nc1nonc1-n1nnc(C(=O)N/N=C/c2ccccc2Br)c1CN1CCCC1
  GAA glycogen: 5%

Cc1nc(NC2CCCCC2)c2nnn(Cc3ccccc3Cl)c2n1
  GAA glycogen: 2%[76.3 µM]

COc1ccccc1C(=O)Nc1ccncc1
  GAA glycogen: 19%[76.3 µM]

CCn1c(=O)c(CCC(=O)N2CCN(c3ccccn3)CC2)c(C)c2c(C)nn(-c3ccccc3)c21
  GAA glycogen: -15%[76.3 µM]

Cc1ccc(C23CC4CC(CC(C(=O)NC(C(=O)O)C(C)C)(C4)C2)C3)cc1 (configuration not stated)
  GAA glycogen: 2%[76.3 µM]

COc1ccc(CN2C(=O)c3cccnc3C2=O)cc1S(=O)(=O)NC(C)C
  GAA glycogen: -19%

Cc1ccc2nc3c(cc(C(=O)NCCc4ccccc4)c(=N)n3CC3CCCO3)c(=O)n2c1 (configuration not stated)
  GAA glycogen: -12%

O=C(O)c1nn(CC(=O)N2CCC(Cc3ccccc3)CC2)c(=O)c2ccccc12
  GAA glycogen: 0%

O=C(O)c1ccc(-c2ccc(-c3ccccc3)cc2)s1
  GAA glycogen: 1%

Cc1cccc(OCC(=O)NCc2ccccc2)c1
  GAA glycogen: 3%

Cn1nccc1NC(=O)Nc1cccc(Br)c1
  GAA glycogen: 4%

FC(F)Oc1ccc(N=C2SCC3CCCCN23)cc1 (configuration not stated)
  GAA glycogen: -2%

O=C(NCCC(=O)N1CCC2(CC1)NCCc1[nH]cnc12)c1ccc(Br)cc1
  GAA glycogen: -2%[76.3 µM]

CCc1ccc(S(=O)(=O)N/N=C\c2ccc3c(c2)OCO3)cc1
  GAA glycogen: 1%[76.3 µM]

O=C(NCc1ccc(Cl)cc1)c1cccc(NC2=NC3CS(=O)(=O)CC3S2)c1 (configuration not stated)
  GAA glycogen: -4%[76.3 µM]

# Three entries already listed, arranged by SMILES length, smallest number first.
CN(C)c1cccc2c1c(NS(=O)(=O)c1cn(C)cn1)nn2C
  GAA glycogen: ?

COc1ccc(S(=O)(=O)NC2CC(C)(C)NC(C)(C)C2)c2ccccc12
  GAA glycogen: 2%[76.3 µM]

CC(=O)c1ccc(S(=O)(=O)Oc2ccc(-c3ccc(C(=O)O)cc3)cc2)cc1
  GAA glycogen: -13%
